S2 tox – reduces viability in counter-screen for ATXN expression inhibitors; S2 cells (HEK-293 line with an ATXN2-luciferase reporter) viability, CellTiter-Fluor protease fluorescence, 24 h; Potency, µM (series often up to 56.7 µM), actives largely listed as cytotoxic; hit rate 0.49% among 400,000; AID 651635; also: potency is read from the fitted curve at half-maximal effect; nearly all actives have a fitted effect of over 40% in size
IL-1B inflam inh – inflammasome signaling inhibition, IL-1 beta readout; THP-1 LPS/ATP IL-1B secretion, AlphaLISA, 16 h; stronger effect = lower value; activity change, % at 57.5 µM; hit rate 4.7% among 360,000; AID 743279; in the data active = activity change below about -50%; inconclusive = mostly about -30% to -49%; also: % is scaled to controls: 0 for no effect and ±100 for the full control effect
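Secreted IL-1B measured by AlphaLISA bead assay after 16 h compound exposure of THP-1 cells; compounds (final up to 57.5 uM) added 1 h before LPS (250 ng/mL) and ATP (1.25 mM) stimulation; lower signal means less secretion.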
A549 tox – counter-screen for Nrf2 inhibitors: cytotoxicity in A549 cells. A549 ARE-Fluc cells, CellTiter-Fluor viability, 18-24 h. Potency, µM (highest dose often 46 µM), without a hit: at the highest dose activity change, negative = cytotoxicity, most hits filed as inhibitors. hit rate 0.16% among 390,000. AID 504648; also: potency is read from the fitted curve at half-maximal effect; % is scaled to controls: 0 for no effect and ±100 for the full control effect
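Cytotoxicity counterscreen: CellTiter-Fluor fluorescence was measured in A549 ARE_Fluc cells after 18-24 h of compound exposure in a concentration series. The subsequent BugLite luminescent read reports ARE-luciferase activity.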
HepG2 tox – counter-screen for TGF-b inhibitors: cytotoxicity in HepG2 cells. HepG2 CAGA-GFP viability, ATP luminescence, 18 h. Potency, µM (doses to about 46.1 µM), inactives show at the highest dose activity change, negative = cytotoxicity, hits mostly cytotoxic. hit rate 0.76% among 410,000. AID 588856; also: potency is read from the fitted curve at half-maximal effect; some results filed as inactive show a strong effect at the top dose
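HepG2 CAGA-GFP cells (1000/well, DMEM with 1% FBS) received compound, then TGF-beta at 500 pg/mL final, and were incubated 18 hours at 37 degrees C. Viability was read by CellTiter-Glo luminescence. Media-only wells were set as complete cell-killing and DMSO as no toxicity.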
TGFb SMAD3 inh – blocks TGF-b signaling; HepG2 CAGA-GFP TGF-b/SMAD3 reporter, GFP fluorescence, 18 h; TGF-beta stimulated, 500 pg/mL final; Potency, µM (series often up to 46.1 µM), for the others: at the highest dose activity, negative = inhibition, usual class: inhibitors; hit rate 1.2% among 410,000; also: potency is read from the fitted curve at half-maximal effect; % is scaled to controls: 0 for no effect and ±100 for the full control effect; nearly all actives have a fitted effect of over 65% in size
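TGF-beta reporter screen: HEPG2 CAGA-GFP, 1% FBS, 500 pg/mL TGF-beta final, 18 h; per-cell GFP summed per well; curves fitted and categorized by class.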
Nrf2 block – blocks Nrf2 signaling. A549 ARE-Fluc reporter, luciferase luminescence, 18-24 h. hit rate 2.1% among 360,000. Potency, µM (doses to about 46 µM), for inactives: at the top dose activity change, negative = inhibition, most hits filed as inhibitors; also: potency is read from the fitted curve at half-maximal effect; % is scaled to controls: 0 for no effect and ±100 for the full control effect; nearly all actives have a fitted effect of over 60% in size
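Reporter: ARE-Fluc in A549. Exposure: 18-24 h, 37 °C, 5% CO2, 5% FBS OPTI-MEM. Readouts: fluorescent cytotoxicity (CellTiter-Fluor), then luminescent Nrf2 signal after BugLite.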
ATXN2 expr inh – inhibitors of ATXN2 expression | HEK-293 ATXN2-luciferase reporter, luminescence, 24 h | Potency, µM (highest dose often 57 µM), inactives show top-dose activity change, negative = inhibition, most hits filed as inhibitors | hit rate 0.72% among 360,000 | AID 1745845; also: potency is read from the fitted curve at half-maximal effect; % is scaled to controls: 0 for no effect and ±100 for the full control effect; nearly all actives have a fitted effect of over 55% in size
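qHTS (up to 57 uM final) was run with 24 h compound exposure of reporter cells at 37 °C. Each well was multiplexed: SteadyGlo luminescence measured ATXN2-luciferase expression after a fluorogenic Gly-Phe-AFC viability readout (25 uM final).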
Nrf2 ARE act – activates Nrf2 signaling; AREc32 ARE-luciferase reporter (MCF7-derived line), luminescence, 24 h; AID 624171; hit rate 0.31% among 410,000; Potency, µM (top dose mostly 46.1 µM), without a hit: at the top dose activation, most hits filed as activators; also: potency is read from the fitted curve at half-maximal effect; % of control where 0% means no effect; nearly all actives have a fitted effect of over 65% in size
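ARE-driven firefly luciferase activity in AREc32 cells measured after a 24 hr compound exposure at 37 deg C, using Steady-Glo reagent and a 30 min room-temperature hold.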
MCF10A rereplic – inducers of DNA re-replication in MCF 10A breast cells. MCF 10A DNA re-replication, Hoechst nuclear intensity, 48 h. Potency, µM (top dose mostly 46.1 µM), inactives show at the top dose activity, positive = re-replication, usual class: activators. hit rate 2.9% among 350,000. AID 624296; also: potency is read from the fitted curve at half-maximal effect; % of control where 0% means no effect; nearly all actives have a fitted effect of over 50% in size
The depositor's hits bear a star; [ ] = remark or other dose. Unless noted, calls follow the shape of the dose curve; as a rule, active = well fitted curve in the direction sought with a large enough effect; inconclusive = small, poorly fitted or top-dose-only effect, or another doubt; inactive = no such curve, though single readings can be large; an effect the other way counts as inactive or inconclusive.

For COCCCn1c(SCC(=O)Nc2ccccc2F)nnc1-c1ccoc1C the results were S2 tox inactive, IL-1B inflam inh -6, A549 tox 6%, HepG2 tox -16%, TGFb SMAD3 inh 0%, Nrf2 block -17%, ATXN2 expr inh -19%, Nrf2 ARE act -0.3% and MCF10A rereplic -2%.
`CC(=N\NC(=O)c1ccc([N+](=O)[O-])cc1)/C(=N/O)C(=O)Nc1ccccc1` gave S2 tox inactive, IL-1B inflam inh -6, A549 tox -1%, HepG2 tox -23%, TGFb SMAD3 inh -5%, Nrf2 block 0%, ATXN2 expr inh -32%, Nrf2 ARE act -0.8% and MCF10A rereplic -5%.
For Cc1ccc(OCc2nnc(NC(=O)c3cccnc3)s2)cc1 the results were S2 tox inactive, IL-1B inflam inh 73, A549 tox -2%, HepG2 tox 18%, TGFb SMAD3 inh -4%, Nrf2 block 0%, Nrf2 ARE act 0.1% and MCF10A rereplic -1%.
CCOc1ccc(OCCC(=O)OCC(=O)N2CCN(c3ccc(OC)cc3)CC2)cc1 was read as S2 tox inactive, IL-1B inflam inh 12, A549 tox -3%, HepG2 tox 6%, TGFb SMAD3 inh -8%, Nrf2 block 0%, ATXN2 expr inh -1%, Nrf2 ARE act -0.8% and MCF10A rereplic -1%.
Cc1nc2cc(OC3(C)CCN(Cc4ccc(OC(F)(F)F)cc4)C3)ccc2s1 (stereo not given) was read as S2 tox inconclusive, IL-1B inflam inh -9, HepG2 tox -40%, TGFb SMAD3 inh -27%, ATXN2 expr inh -19% and Nrf2 ARE act 3.9%.
`COc1ccc(OC)c(C(=O)N2CCC(C(=O)c3ccc(F)cc3)CC2)c1` gave S2 tox inactive, IL-1B inflam inh -9, A549 tox -3%, HepG2 tox -6%, TGFb SMAD3 inh -4%, Nrf2 block 8%, ATXN2 expr inh -3%, Nrf2 ARE act -0.6% and MCF10A rereplic -7%.
CSc1ccc(CNC(=O)C2(C)CCCN2CC(C)C)cc1 (stereo not given) was read as S2 tox inactive, IL-1B inflam inh 10, HepG2 tox -18%, TGFb SMAD3 inh -8%, ATXN2 expr inh 9% and Nrf2 ARE act 1.3%.
`Clc1ccc2c(c1)C(N1CCNCC1)Cc1ccccc1S2` (stereo not given) gave S2 tox 32µM*, IL-1B inflam inh -100*, A549 tox inconclusive, HepG2 tox 14µM*, TGFb SMAD3 inh inconclusive, Nrf2 block -22%, ATXN2 expr inh inconclusive, Nrf2 ARE act -1.9% and MCF10A rereplic inconclusive.
Screening COc1ccc(NS(=O)(=O)c2c(F)cccc2F)cc1S(=O)(=O)N1CCOCC1 returned S2 tox inactive, IL-1B inflam inh -5, A549 tox 7%, HepG2 tox -4%, TGFb SMAD3 inh 10%, Nrf2 block 10%, ATXN2 expr inh -16%, Nrf2 ARE act 12% and MCF10A rereplic 1%.
For O=C(CC1C(=O)NCCN1Cc1cccc(Oc2ccccc2)c1)NCCc1ccccn1 (stereo not given) the results were S2 tox inactive, IL-1B inflam inh -5, A549 tox 0%, HepG2 tox -29%, TGFb SMAD3 inh -9%, Nrf2 block inconclusive, ATXN2 expr inh 6%, Nrf2 ARE act 2.2% and MCF10A rereplic 12%.
CC(C)OCCCNC(=O)c1cc(Sc2ccc(F)cc2)nc2ccccc12 was read as S2 tox inconclusive, IL-1B inflam inh 19, A549 tox 0%, HepG2 tox -2%, TGFb SMAD3 inh -9%, Nrf2 block -14%, ATXN2 expr inh 13%, Nrf2 ARE act -0.6% and MCF10A rereplic -1%.
Screening Cc1cc(C)nc(N2CCC(C(=O)Nc3ccc4c(c3)OCCO4)CC2)n1 returned S2 tox inactive, IL-1B inflam inh 16, A549 tox 0%, HepG2 tox -8%, TGFb SMAD3 inh 0%, Nrf2 block -4%, ATXN2 expr inh -15%, Nrf2 ARE act -0.1% and MCF10A rereplic -21%.
`CCOc1ccc(C(=O)N2CCc3ccccc32)cc1` gave S2 tox inactive, IL-1B inflam inh 8, A549 tox 1%, HepG2 tox -8%, TGFb SMAD3 inh -5%, Nrf2 block inconclusive, Nrf2 ARE act 4.5% and MCF10A rereplic 13%.
Screening Cc1cc(=O)oc(C)c1C(=O)OC(C(=O)c1ccccc1)c1ccccc1 (stereo not given) returned S2 tox inactive, IL-1B inflam inh inactive, A549 tox 6%, HepG2 tox 7%, TGFb SMAD3 inh -1%, Nrf2 block 9%, ATXN2 expr inh -19%, Nrf2 ARE act 4.1% and MCF10A rereplic inconclusive.
CCOC(=O)CCCCCC(=O)Nc1ccc2c(c1)C(=O)N([C@H](C)CO)C[C@H](C)[C@@H](CN(C)C(=O)Nc1ccc(OC)cc1)O2 was read as S2 tox inactive, IL-1B inflam inh 9, A549 tox 11%, HepG2 tox -2%, TGFb SMAD3 inh 7%, Nrf2 block 4%, ATXN2 expr inh 15%, Nrf2 ARE act -0.9% and MCF10A rereplic -17%.
Cc1ccc(C)c(N2CCN(CCCNC(=O)CCn3c(=O)c4cccn4c4cccnc43)CC2)c1 was read as S2 tox inactive, IL-1B inflam inh 4, A549 tox -6%, HepG2 tox -35%, TGFb SMAD3 inh inconclusive, Nrf2 block 2%, ATXN2 expr inh -26%, Nrf2 ARE act -0.1% and MCF10A rereplic inconclusive.
For COC(=O)c1c(C)[nH]c(C(=O)COc2ccc3ccc(=O)oc3c2)c1C the results were S2 tox inactive, IL-1B inflam inh 0, A549 tox -9%, HepG2 tox -27%, TGFb SMAD3 inh 1%, Nrf2 block inconclusive, ATXN2 expr inh -21%, Nrf2 ARE act -0.6% and MCF10A rereplic inconclusive.
For C[C@@H](CN1CCC[C@H]1CN1C(N)=NC[C@@H]1Cc1ccccc1)N1C[C@@H](Cc2ccccc2)N(CCCC2CCCC2)C1=N the results were S2 tox inactive, A549 tox 7%, HepG2 tox -31%, TGFb SMAD3 inh 5%, Nrf2 block 21%, ATXN2 expr inh -3%, Nrf2 ARE act 0.5% and MCF10A rereplic 11%.
Screening COC(=O)C1CCN(C(=O)c2cc(-c3ccco3)nc3ccccc23)CC1 returned S2 tox inconclusive, IL-1B inflam inh 22, A549 tox -1%, HepG2 tox -25%, TGFb SMAD3 inh -23%, Nrf2 block 1%, Nrf2 ARE act inconclusive and MCF10A rereplic -1%.
Cc1cc(F)ccc1NC(=O)CCn1nc(C)c(S(=O)(=O)N2CCCCC2)c1C was read as A549 tox 18%, HepG2 tox 0%, TGFb SMAD3 inh -10% and Nrf2 ARE act 0.6%.
`O=C(c1sc2ccccc2c1Cl)N(Cc1ccco1)C1CCS(=O)(=O)C1` (stereo not given) gave S2 tox inactive, IL-1B inflam inh 7, A549 tox 2%, HepG2 tox -18%, TGFb SMAD3 inh -7%, ATXN2 expr inh -5%, Nrf2 ARE act -0.6% and MCF10A rereplic 0%.
For COc1ccc(C(=O)Nc2ccccc2-c2nc3ccccc3s2)c(OC)c1 the results were S2 tox inconclusive, A549 tox 2%, HepG2 tox -9%, TGFb SMAD3 inh -14%, ATXN2 expr inh -6% and Nrf2 ARE act 11%.
`COc1ccc(NCc2cc3ccc(OC)cc3n(CC(=O)Nc3cccc(OC)c3)c2=O)cc1` gave S2 tox inactive, A549 tox 8%, HepG2 tox -16%, TGFb SMAD3 inh -14%, Nrf2 block 0%, ATXN2 expr inh 2% and Nrf2 ARE act -0.3%.
C=C(C)CC(NCc1ccco1)c1ccc(OC)cc1 (stereo not given) was read as S2 tox inactive, IL-1B inflam inh 0, A549 tox 9%, HepG2 tox -12%, TGFb SMAD3 inh -5%, Nrf2 block 26%, ATXN2 expr inh -24%, Nrf2 ARE act -1.2% and MCF10A rereplic 0%.
Screening CN=c1scc(-c2cccs2)n1/N=C/c1ccccc1O returned S2 tox inconclusive, IL-1B inflam inh -3, A549 tox 3%, HepG2 tox -72%, TGFb SMAD3 inh inconclusive, Nrf2 block inconclusive, ATXN2 expr inh inconclusive, Nrf2 ARE act -3.6% and MCF10A rereplic 15µM*.
CCN(CC(=O)Nc1ccc(OC)cc1)C(=O)Cc1cccs1 was read as S2 tox inactive, IL-1B inflam inh 26, A549 tox 0%, HepG2 tox -8%, TGFb SMAD3 inh -7%, Nrf2 block 3%, ATXN2 expr inh 9%, Nrf2 ARE act 0.1% and MCF10A rereplic inconclusive.
`CCOc1ccc(CNC(=O)c2cnc3sc(N4CCOCC4)nn3c2=O)cc1` gave A549 tox -3%, HepG2 tox -2%, TGFb SMAD3 inh -7%, Nrf2 block 29% and Nrf2 ARE act -1.0%.
For Cc1cc(-c2ccccc2)oc(=O)c1NC(=O)c1ccccc1 the results were S2 tox inactive, IL-1B inflam inh -27, A549 tox -3%, HepG2 tox 2%, TGFb SMAD3 inh inconclusive, Nrf2 block 13%, ATXN2 expr inh 5%, Nrf2 ARE act 0.2% and MCF10A rereplic 18%.
Cc1[nH]nc2c1C(C(C)c1ccccc1)C(C#N)=C(N)O2 (stereo not given) was read as S2 tox inactive, IL-1B inflam inh -86*, A549 tox 0%, HepG2 tox -23%, TGFb SMAD3 inh -29%, Nrf2 block inconclusive, ATXN2 expr inh -10%[11.3 µM], Nrf2 ARE act inconclusive and MCF10A rereplic 9%.
`C=CCNC(=O)C1CCN(c2cc(C)nc(-c3ccccc3)n2)CC1` gave S2 tox inactive, IL-1B inflam inh -22, A549 tox 4%, HepG2 tox -1%, TGFb SMAD3 inh 5%, Nrf2 block -7%, ATXN2 expr inh 0%, Nrf2 ARE act 2.2% and MCF10A rereplic 1%.

Source: PubChem BioAssay (National Center for Advancing Translational Sciences (NCATS))
